Source: PubChem BioAssay (several laboratories)
Neddyl block – inhibitors of human cullin neddylation. P61081+Q13564. TR-FRET cullin neddylation, biochemical. calls only at 25 µM. 0.58% of 360,000 active. AID 651699; in the data active means inhibition above about 36%
SKN-1 block – inhibitors of C. elegans SKN-1; inhibition, % at 21.8 µM; 0.49% of 360,000 active; C. elegans VP596 Pgst-4::GFP/RFP ratio, acrylamide-induced, 24 h;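 active means interference check ratio from 0.5 to 1.5 plus GFP to RFP signal ratio inhibition reaching or exceeding a fixed threshold, cut at about 30% in these data, passing the limit was not always enough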; further: some compounds called inactive have numbers as strong as hits
NRP1-CendR mod – NRP-1/CendR interaction modulation | O14786 | FAM-RPARPAR peptide binding to NRP-1, fluorescence polarization | inhibition, % at 25 µM | 0.85% of 360,000 active;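 active means inhibition or corrected inhibition above about 18%, plus a signal ratio from 0.5 to 1.5, limit read from the data, passing the limit was not always enough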; further: strong numbers were not always called active
STEP block – inhibitors of human striatal-enriched phosphatase STEP; P54829; recombinant STEP, OMFP fluorogenic substrate, fluorescence; 0.25% of 360,000 active; AID 588621; inhibition, % at 20 µM;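 active means inhibition at 20 µM, scaled per plate between control wells, above about 37%, limit read from the data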;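 further: 0% = DMSO with enzyme and substrate and 100% = substrate only without enzyme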
Target sequence (P54829 whole entry, looked up): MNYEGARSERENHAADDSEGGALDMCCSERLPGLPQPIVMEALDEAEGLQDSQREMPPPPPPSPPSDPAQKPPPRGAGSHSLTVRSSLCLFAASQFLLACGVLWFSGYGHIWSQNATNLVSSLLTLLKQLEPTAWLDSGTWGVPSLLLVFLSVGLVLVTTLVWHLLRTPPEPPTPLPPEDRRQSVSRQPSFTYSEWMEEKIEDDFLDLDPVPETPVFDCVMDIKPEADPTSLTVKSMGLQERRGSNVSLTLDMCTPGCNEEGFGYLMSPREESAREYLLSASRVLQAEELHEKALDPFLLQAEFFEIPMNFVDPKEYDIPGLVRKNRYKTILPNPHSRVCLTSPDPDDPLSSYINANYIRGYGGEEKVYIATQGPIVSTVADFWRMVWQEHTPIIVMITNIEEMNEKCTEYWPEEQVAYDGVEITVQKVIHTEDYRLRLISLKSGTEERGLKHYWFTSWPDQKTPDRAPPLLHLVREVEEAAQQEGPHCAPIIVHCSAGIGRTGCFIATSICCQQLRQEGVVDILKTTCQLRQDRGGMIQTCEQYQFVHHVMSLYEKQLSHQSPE
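Measure: Control-normalized % inhibition with plate pattern correction | Test system: STEP phosphatase, cell-free reaction | Medium: pH 6.0 Bis-Tris with DTT and Tween 20 | Technique: Fluorescence, 480/540 nm | Times: Reaction 20 min, ambient temperature | Doses: Single compound dose of 20 µM, 1% DMSO final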
SUMO1-SIM PPI – SUMO1-SIM interaction modulation | P63165 | inhibition, % at 20 µM | 0.33% of 360,000 active | SUMO1 binding to a labelled peptide, TR-FRET, 1 h | AID 602429; in the data active means inhibition above about 37%
Target sequence (P63165 whole entry, looked up): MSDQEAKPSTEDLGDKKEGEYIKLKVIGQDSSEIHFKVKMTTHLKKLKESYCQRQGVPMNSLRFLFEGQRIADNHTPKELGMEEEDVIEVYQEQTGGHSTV
TbMetRS inhib – Trypanosoma brucei MetRS inhibition; purified T. brucei MetRS, ATP depletion, Kinase-Glo luminescence; inhibition, % at 11.9 µM; 0.4% of 360,000 active;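 active means inhibition above a per-plate cutoff of the control wells' mean inhibition plus 3 SD, cut at about 5.5% in these data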;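 further: 0% = DMSO wells median and 100% = median of wells with control inhibitor compound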
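Material: T. brucei methionyl-tRNA synthetase, purified; reagent: substrates ATP, L-methionine and bulk Escherichia coli tRNA; dosing: 11.9 µM single point; timing: 15 min plus 2 h at 25 °C; detection: luminescence of leftover ATP; evaluation: % inhibition; control set: DMSO-only wells as low control; replicates: singlicate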
DNMT1 block – blocks human DNA methyltransferase DNMT1 | DNMT1 molecular beacon, Hinp1I cleavage, fluorescence | AID 588458 | P26358 | inhibition (reported as % activation of signal), % at 10 µM | 0.83% of 360,000 active; in the data active means inhibition above about 50%
Scp1 inh – inhibitors of human Scp-1 phosphatase. 0.88% of 340,000 active. Q9GZU7. inhibition, % at 20 µM. AID 493091. Recombinant Scp1, phosphopeptide, malachite green phosphate absorbance;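 active means inhibition above about 50% at 20 µM, limit read from the data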;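 further: plate controls were DMSO wells with enzyme for no effect and wells lacking enzyme for full effect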
Target sequence (Q9GZU7 76-261 limits assumed): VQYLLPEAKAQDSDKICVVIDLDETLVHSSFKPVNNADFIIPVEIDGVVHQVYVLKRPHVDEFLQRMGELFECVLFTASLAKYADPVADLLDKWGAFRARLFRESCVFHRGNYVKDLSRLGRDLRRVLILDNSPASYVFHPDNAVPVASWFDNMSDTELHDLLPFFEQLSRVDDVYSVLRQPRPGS
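System: truncated SCP-1 phosphatase (76-261aa); medium: Tris acetate buffer pH 5.5 with MgCl2 and Tween-20; incubation: 45 min room-temperature reaction, 5 min colour, 30 min stabiliser; compound: single 20 µM dose, 1% DMSO; reagent: Phosphorylated 17-residue peptide substrate; read-out: % inhibition at 20 µM; technique: colorimetric free-phosphate detection, absorbance 630 nm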
NadD block – blocks S. aureus nicotinate mononucleotide adenylyltransferase; purified NadD enzyme, colorimetric absorbance read-out; inhibition, % at 20 µM; 0.78% of 360,000 active; AID 602399; in the data active means inhibition above about 26%; further: some compounds past the cut are filed as inactive
LMPTP inh – LMPTP (human) inhibition | 0.22% of 360,000 active | inhibition, % at 20 µM | P24666 | recombinant LMPTP-A, OMFP fluorogenic substrate, fluorescence intensity;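 active means compounds that cut the enzyme signal by at least half of the control window in the single-dose screen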;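 further: plate controls were DMSO wells with enzyme plus substrate for no effect and substrate without enzyme for full effect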
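Buffer or medium: Bis-Tris pH 6.0, DTT, detergent; Assay system: LMPTP-A enzyme; Quantity: 0.625 nM enzyme; Detection: endpoint fluorescence intensity; Times: 50 min dark incubation at room temperature; Controls: substrate-only low control, DMSO enzyme-plus-substrate high control; Doses: single 20 µM dose; Read-out: percent inhibition versus substrate-only and uninhibited controls; Reagent: 400 µM OMFP.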
An asterisk follows results filed as active; i = inactive; . = not tested or not shown.

Value order: Neddyl block, SKN-1 block, NRP1-CendR mod, STEP block, SUMO1-SIM PPI, TbMetRS inhib, DNMT1 block, Scp1 inh, NadD block, LMPTP inh
1) OCC1(CCc2ccccc2)CCN(Cc2ccccc2Cl)CC1
 : i, 5, -2, 1, 4, 1.5, -2, -10, -10, -1.8
2) O=[N+]([O-])c1ccc2n[nH]nc2c1
 : i, 34, -11, -2, -14, -0.2, 0, -4, -5, -0.3
3) O=S1(=O)N=C(c2ccccc2)c2ccccc21
 : i, 5, 11, -3, -24, 0.2, -1, -10, -5, -1.1
4) COc1ccc(NC(=O)c2ccc3c(c2)C(=O)N(Cc2cccnc2)C3=O)cc1
 : i, 8, 5, 1, -14, -0.3, 0, -7, 0, 11
5) O=C(CCC(=O)c1cccs1)NCc1ccccc1Cl
 : i, -12, 0, -4, 3, -0.3, -8, -7, 2, -0.3
6) Cc1ccc(C(=O)Nc2nc(-c3ccccn3)cs2)cc1S(=O)(=O)N1CCOCC1
 : i, 33, -8, 9, 30, -0.1, -2, -10, 31*, 14
7) COc1ccc(Cl)cc1NC(=O)N1CCN(CCc2ccccc2)CC1
 : i, -17, 0, 1, 1, 0.5, 0, -6, -5, -0.3
8) COC(=O)c1ccc(NCc2cc(O)ccc2O)cc1O
 : i, 23, 10, 0, 2, -0.2, -11, -10, -1, 0.9
9) O=C(CCC(=O)Nc1cccc2ccccc12)N/N=C/c1ccco1
 : i, -6, -3, 1, 2, 0.1, 3, -8, -1, -0.3
10) Oc1ccc(N=Cc2ccc(-c3cccs3)s2)cc1
 : ., 5, -4, 20, 68*, 0.8, 77*, -7, -4, 33
11) O=C(O)CCc1ccc(-c2ccc(F)cc2)n1CCC(=O)O
 : i, 9, -15, 3, -1, -0.3, 1, 16, 1, -0.9
12) O=C(Nc1cc(C(=O)N2CCCC2)ccc1N1CCCC1)c1ccccc1F
 : i, 4, 7, -2, 1, -0.4, 0, -4, -1, -1.0
13) COc1ccccc1N(CC(O)CN1CCC(C)CC1)S(=O)(=O)c1ccccc1 (stereo unspecified)
 : i, 20, -1, 1, 2, -0.1, 1, -4, -4, -1.4
14) Cc1ccccc1CSc1ccc2nnc(-c3ccccn3)n2n1
 : i, -6, 2, 4, -11, -0.5, 0, -5, 9, -1.3
15) COc1ccc(CCNc2ccc(C(CC(N)=O)NC(=O)c3cc(OC)ccc3OC)cc2[N+](=O)[O-])cc1 (stereo unspecified)
 : i, -12, -1, 4, -23, -0.2, -7, -13, -7, 2.3
16) O=C(CCNS(=O)(=O)c1ccc(Br)cc1)NC1CCC(O)CC1 (stereo unspecified)
 : i, -4, -4, 0, 1, -0.7, -2, 0, 0, 0.2
17) CC1CCCC(C)N1C(=O)COC(=O)Cc1ccc(Cl)cc1 (stereo unspecified)
 : i, -2, 3, 0, 3, -1.0, -1, -7, -3, 3.3
18) Cc1ccc(Cc2c(C3CCCCC3)nc3c4ccccc4ccn23)cc1
 : i, 12, -44, -1, 0, -0.5, -3, ., 9, 6.8
19) CC1=NN(c2ccccc2)C(=O)/C1=C/c1ccc[nH]1
 : i, 22, 12, 2, -27, 0.5, -6, -7, 6, 2.6
20) CCCC[C@H]1COCCS(=O)(=O)N1Cc1ccc(C)cc1
 : i, 1, 0, 0, 0, 0.6, 5, 16, -1, -0.3
21) Cc1ccc(-c2cn(-c3ccc(SC(F)F)cc3)c3[n+]2CCC3)cc1
 : i, -3, 0, -5, -3, -0.8, -4, 9, 3, 0.3
22) CCc1nnc(NS(=O)(=O)c2ccc(NC(=O)c3ccccc3C)cc2)s1
 : i, -2, 1, -1, -4, -1.0, 8, 15, -2, -1.2
23) COc1ccc(S(=O)(=O)Nc2cccnc2)c(C)c1C
 : i, 7, -1, -2, -1, -0.6, -3, -10, 1, -1.6
24) O=C(CC1Sc2ccccc2NC1=O)NNc1ccc(Cl)cc1Cl (stereo unspecified)
 : i, -2, 0, 1, 0, -0.1, -3, -7, -3, 3.2
25) COC(=O)c1ccccc1NC(=O)C1CCCC1
 : i, 17, 6, 2, -3, -1.2, -1, -1, -6, 0.0
26) COC(=O)C1=C(C)N(CCCC(=O)O)C(=O)NC1c1ccc(C(F)(F)F)cc1 (stereo unspecified)
 : i, -7, -10, -1, 20, 0.1, 5, -4, 1, -2.7
27) O=C1CC(c2ccccc2)CC(=O)N1c1ccccc1
 : i, -1, 1, -4, -1, 2.2, 2, -11, -2, -1.5
28) CC(=O)c1ccccc1OC(=O)c1ccc([N+](=O)[O-])o1
 : i, -12, 4, -1, -18, -1.0, -9, 0, -1, -1.2
29) Fc1ccc(C(c2nnnn2C2CCCC2)N2CCN(Cc3ccccc3)CC2)cc1 (stereo unspecified)
 : i, 0, 6, -4, -2, -0.6, -3, 7, 1, 1.6
30) COc1cc(C(=O)NCCOc2ccc(Cl)cc2)ccc1OCc1c(C)noc1C
 : i, -11, 1, 0, 5, -0.7, -1, 2, -6, 0.1
31) CCNC(=O)O/N=C(\C)c1sc(-c2ccccc2)nc1C
 : i, -1, -6, -2, -23, -1.3, -1, -7, 7, -0.6
32) COc1ccc(CNc2nc(C)cc(C)c2C#N)cc1
 : i, -7, 14, -8, 1, -0.6, 6, -3, -4, -0.6
33) Cc1cc(=O)n(C)c2ccccc12
 : i, -1, -1, 0, 1, -0.5, 0, 2, 3, -0.4
34) COc1ccc(OCC(O)CN(C)C(=O)/C=C/c2cccc([N+](=O)[O-])c2)cc1 (stereo unspecified)
 : i, 4, -2, -2, -19, -0.2, -1, -10, -5, -1.0
35) Cc1ccc(NS(=O)(=O)c2ccc3[nH]c(=O)[nH]c3c2)cc1
 : i, 13, 0, -2, 5, 0.0, -4, 6, 5, 0.2
36) COc1ccc(N2CCN(c3cncc(C)n3)CC2)cc1
 : i, 8, 0, 1, -6, 0.1, 2, ., 3, -0.8
37) Nc1nc(SCCN2C(=O)c3ccccc3C2=O)n[nH]1
 : i, -3, 13, -1, -2, -0.4, 0, -7, 4, -0.5
38) COC(=O)c1ccc2nc(-c3ccc(C)cc3)c(Cc3ccc(OC)cc3C)n2c1
 : i, 7, -33, ., -2, -0.9, ., ., 32*, 3.2
39) COc1ccc(Cl)cc1C(=O)NCCN1CCOCC1
 : i, -4, 2, -3, 3, -0.4, 3, -7, -4, -2.8
40) CCOc1ccccc1C(C(=O)NCCOC)N(CCOC)C(=O)Cn1nnc2ccccc21 (stereo unspecified)
 : i, 3, 5, 0, -2, 0.0, -1, -3, -1, 0.0
41) COC(=O)Cn1cnc2c(Cl)nc(F)nc21
 : i, -8, -1, -2, 3, -1.7, 3, -1, 2, -2.1
42) C/C(=N/N=C(/N)SCc1ccccc1)C(C)(C)C
 : i, 3, 0, -3, 1, -0.3, -2, -3, -4, -2.9
43) O=S(=O)(c1ccc(NCCOCCO)nc1)N1CCCCC1
 : i, -10, 2, -2, -2, -0.3, 2, -2, -2, -1.5
44) O=C(c1cc2cc(Br)ccc2o1)N1CCOCC1
 : i, 2, 4, -3, -1, 0.2, -1, -5, 4, -1.9
45) CCCCn1cc(C(C)(C)C)c(C#N)c1NC(C)=O
 : i, 2, 13, 0, 12, -0.3, -2, -4, 1, -1.3
46) CC1CCc2c(sc(NC(=O)CSc3nnc(-c4ccccc4)o3)c2C#N)C1 (stereo unspecified)
 : i, -5, 5, 2, 0, -1.4, 18, 1, 8, 65*
47) CC(=O)c1nccs1
 : i, 0, 8, 1, 4, 0.1, -5, -9, -1, -0.9
48) COc1ccc(C(=O)OCC(=O)N2CCCCC2)cc1[N+](=O)[O-]
 : i, -4, 12, 1, -18, 0.5, 2, -4, -3, -0.7

From no. 38 to 48, as listed above:
Value order: Neddyl block, SKN-1 block, NRP1-CendR mod, STEP block, SUMO1-SIM PPI, TbMetRS inhib, DNMT1 block, Scp1 inh, NadD block, LMPTP inh
38) COC(=O)c1ccc2nc(-c3ccc(C)cc3)c(Cc3ccc(OC)cc3C)n2c1
 : i, 7, -33, ., -2, -0.9, ., ., 32*, 3.2
39) COc1ccc(Cl)cc1C(=O)NCCN1CCOCC1
 : i, -4, 2, -3, 3, -0.4, 3, -7, -4, -2.8
40) CCOc1ccccc1C(C(=O)NCCOC)N(CCOC)C(=O)Cn1nnc2ccccc21 (stereo unspecified)
 : i, 3, 5, 0, -2, 0.0, -1, -3, -1, 0.0
41) COC(=O)Cn1cnc2c(Cl)nc(F)nc21
 : i, -8, -1, -2, 3, -1.7, 3, -1, 2, -2.1
42) C/C(=N/N=C(/N)SCc1ccccc1)C(C)(C)C
 : i, 3, 0, -3, 1, -0.3, -2, -3, -4, -2.9
43) O=S(=O)(c1ccc(NCCOCCO)nc1)N1CCCCC1
 : i, -10, 2, -2, -2, -0.3, 2, -2, -2, -1.5
44) O=C(c1cc2cc(Br)ccc2o1)N1CCOCC1
 : i, 2, 4, -3, -1, 0.2, -1, -5, 4, -1.9
45) CCCCn1cc(C(C)(C)C)c(C#N)c1NC(C)=O
 : i, 2, 13, 0, 12, -0.3, -2, -4, 1, -1.3
46) CC1CCc2c(sc(NC(=O)CSc3nnc(-c4ccccc4)o3)c2C#N)C1 (stereo unspecified)
 : i, -5, 5, 2, 0, -1.4, 18, 1, 8, 65*
47) CC(=O)c1nccs1
 : i, 0, 8, 1, 4, 0.1, -5, -9, -1, -0.9
48) COc1ccc(C(=O)OCC(=O)N2CCCCC2)cc1[N+](=O)[O-]
 : i, -4, 12, 1, -18, 0.5, 2, -4, -3, -0.7
